Screens: PubChem BioAssay, several laboratories
SUMO HTRF inh: inhibitors of human SUMOylation (UBC9). P63279. HTRF SUMOylation assay, SAE1/SAE2 + UBC9, in vitro. inhibition, % at 35 µM. 290,000 tested, 0.36% active. AID 2006; in the data active = inhibition above about 50%, passing the limit was not always enough; also: strong numbers were not always called active
Target sequence (P63279 whole entry, looked up): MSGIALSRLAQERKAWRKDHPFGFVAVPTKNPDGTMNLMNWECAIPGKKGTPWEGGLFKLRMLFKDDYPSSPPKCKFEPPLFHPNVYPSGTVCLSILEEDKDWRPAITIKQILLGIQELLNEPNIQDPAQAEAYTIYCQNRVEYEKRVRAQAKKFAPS
CRFBP-R2 block: antagonists of CRF-binding protein/CRF-R2 receptor complex | HEK293 CRF-R2/CRF-BP, CRF-induced calcium fluorescence | 350,000 tested, 0.59% active | inhibition, % at 11.8 µM | AID 588475;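 active = inhibition of the ligand-induced calcium signal above about 50% at the single tested concentration, limit read from the data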
FID counter: displaces DNA intercalator in HCV helicase counter-screen | DNA fluorescent intercalator displacement, fluorescence | inhibition, % at 7.9 µM | 290,000 tested, 0.17% active; in the data active = inhibition above about 37%;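 also: 0% = vehicle and 100% = reference compound; higher means more ethidium bromide displaced from hairpin DNA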
CRFR2-BP ag: CRF-BP/CRF-R2 complex agonism. HEK293 CRF-R2/CRF-BP, calcium dye fluorescence (FLIPR); percent of saturating CRF peptide response. activation, % at 13.2 µM. 350,000 tested, 0.46% active. AID 588473;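 active = activation of at least 50%, plus an integration ratio under a set limit after plate pattern correction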;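 also: plate controls were neutral control wells without compound for no effect and CRF at EC100 for full effect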
GalR3 antagonist: blocks the human galanin receptor 3 | O60755 | HEK293 GalR3-CNG cAMP membrane potential fluorescence; galR3 body fused to GalR1 C-terminus | inhibition, % at 3 µM | 360,000 tested, 0.44% active | AID 651719;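 active = inhibition above the screen-wide average plus 3 SD, cut at about 13% in these data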;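 also: forskolin and galanin both at EC90 stimulate the cells; cAMP rise reported by CNG channel membrane potential dye signal; 0% = forskolin plus galanin with DMSO and 100% = forskolin alone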
Target sequence (O60755 1-299 limits assumed): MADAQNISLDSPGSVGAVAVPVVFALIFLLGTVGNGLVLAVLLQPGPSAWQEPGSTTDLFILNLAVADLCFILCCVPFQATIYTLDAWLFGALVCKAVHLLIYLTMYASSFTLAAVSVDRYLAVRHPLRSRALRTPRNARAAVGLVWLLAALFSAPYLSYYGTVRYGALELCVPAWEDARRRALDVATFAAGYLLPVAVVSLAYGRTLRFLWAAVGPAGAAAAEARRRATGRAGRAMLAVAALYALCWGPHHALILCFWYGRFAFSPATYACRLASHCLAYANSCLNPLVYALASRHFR
MEKK2 mut-MEK5: signal of MEK5 binding to mutant human MEKK2 PB1 domain. bead flow cytometry, Alexa488-MEK5 binding to MEKK2 mutant. percent response, % at 10 µM. 290,000 tested, 0.35% active. AID 1530; in the data active = percent response above about 24%, passing the limit was not always enough; also: inactives centre near 1; some results filed as inactive read as strong as hits
NS3 helicase inh: HCV NS3 helicase inhibition | NS3 helicase DNA unwinding, Cy5 molecular beacon fluorescence | inhibition, % at 10.9 µM | 290,000 tested, 0.56% active;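 active = inhibition above the mean of all tested compounds plus 3 SD, set per campaign, cut at about 35% in these data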;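 also: 0% = DMSO wells and 100% = thioflavine S control wells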
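assay system = NS3 helicase fragment of HCV | buffer or medium = MOPS pH 6.5, MgCl2, DTT, Tween20, BSA | timing = 60 min unwinding reaction at 25 °C after ATP addition | signal = Cy5 beacon fluorescence read at start and 1 h | read-out basis = % inhibition of unwinding | control set = low DMSO, high thioflavine S at 110 µM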
MEKK3 PB1 HTS: raises or lowers MEK5 binding to the human MEKK3 PB1 domain; 290,000 tested, 1.4% active; bead-based flow cytometry, Alexa488-MEK5 binding to MEKK3; actives lie on both sides; 0 = blocked by unlabeled MEK5, 100 = vehicle; binding response (% of control), % at 10 µM; AID 1529;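 active = binding response more than 3 SD above or below the average of its plate-row segment, actives on both sides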;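 also: Alexa488 bead fluorescence after subtracting the streptavidin-only scavenger bead signal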
Target sequence (Q99759 whole entry, looked up, the tested form may be a part): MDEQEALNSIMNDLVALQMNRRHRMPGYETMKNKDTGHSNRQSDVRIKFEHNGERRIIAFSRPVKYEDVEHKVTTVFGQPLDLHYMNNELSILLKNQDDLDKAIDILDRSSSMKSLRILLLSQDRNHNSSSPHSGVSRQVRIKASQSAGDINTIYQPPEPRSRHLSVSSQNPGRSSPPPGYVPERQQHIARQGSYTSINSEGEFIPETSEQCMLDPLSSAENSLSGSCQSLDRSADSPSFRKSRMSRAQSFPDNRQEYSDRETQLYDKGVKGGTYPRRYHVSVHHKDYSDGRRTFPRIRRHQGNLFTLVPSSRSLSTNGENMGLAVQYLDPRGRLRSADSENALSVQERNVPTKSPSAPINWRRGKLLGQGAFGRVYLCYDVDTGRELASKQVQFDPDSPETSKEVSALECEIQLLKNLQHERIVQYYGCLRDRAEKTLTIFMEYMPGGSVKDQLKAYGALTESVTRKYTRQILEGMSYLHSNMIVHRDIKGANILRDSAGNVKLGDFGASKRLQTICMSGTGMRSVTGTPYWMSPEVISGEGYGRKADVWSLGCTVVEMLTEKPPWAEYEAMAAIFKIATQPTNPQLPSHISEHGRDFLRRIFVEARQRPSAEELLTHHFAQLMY
MEKK2 WT-MEK5: raises or lowers MEK5 binding to wildtype human MEKK2 PB1 domain; bead flow cytometry, Alexa488-MEK5 binding to MEKK2 WT; actives lie on both sides; 290,000 tested, 1.1% active; Q9Y2U5; binding response (% of control), % at 10 µM; in the data active = binding response below about 67% or above about 130%
Active calls of the source: *.

How did O=C(Nc1nc(-c2ccccn2)cs1)Nc1ccc(F)cc1F do in these assays?
SUMO HTRF inh: 7.9; CRFBP-R2 block: -16.8; FID counter: -17.9; CRFR2-BP ag: -0.2; GalR3 antagonist: -6.3; MEKK2 mut-MEK5: 7.0; NS3 helicase inh: 12.5; MEKK3 PB1 HTS: 103.0; MEKK2 WT-MEK5: 103.0

What do the screens show for `O=C(NNC(=O)c1ccccc1C(=O)O)c1cc2ccccc2o1`?
SUMO HTRF inh: 8.0; CRFBP-R2 block: 6.0; FID counter: -10.4; CRFR2-BP ag: -0.1; GalR3 antagonist: 0.7; MEKK2 mut-MEK5: 0.0; NS3 helicase inh: -8.7; MEKK3 PB1 HTS: 97.0; MEKK2 WT-MEK5: 97.0

How did CC1CC(C)CN(C(=O)Cn2c(=O)n(CCCCC(=O)NCc3ccco3)c(=O)c3ccccc32)C1 (centres undefined) do in these assays?
SUMO HTRF inh: -7.3; CRFBP-R2 block: 1.1; FID counter: -33.9; CRFR2-BP ag: -1.2; GalR3 antagonist: -2.4; MEKK2 mut-MEK5: -2.0; NS3 helicase inh: 1.3; MEKK3 PB1 HTS: 102.0; MEKK2 WT-MEK5: 103.0

How did Cc1cccc(C)c1NC(=O)COC(=O)c1cccnc1 do in these assays?
SUMO HTRF inh: -2.2; CRFBP-R2 block: -6.8; FID counter: -2.3; CRFR2-BP ag: 4.5; GalR3 antagonist: -7.0; MEKK2 mut-MEK5: -6.0; NS3 helicase inh: -5.7; MEKK3 PB1 HTS: 92.0; MEKK2 WT-MEK5: 98.0

What do the screens show for `Nc1cc(S(=O)(=O)N2CCCCC2)ccc1Oc1ccc(Cl)cc1`?
SUMO HTRF inh: -6.5; CRFBP-R2 block: -2.5; FID counter: -14.6; CRFR2-BP ag: 2.1; GalR3 antagonist: -7.8; MEKK2 mut-MEK5: -2.0; NS3 helicase inh: -14.2; MEKK3 PB1 HTS: 103.0; MEKK2 WT-MEK5: 97.0

What do the screens show for `COc1ccc(C)cc1NC(=O)c1cnc2n(c1=O)CCS2`?
SUMO HTRF inh: -6.8; CRFBP-R2 block: 15.9; FID counter: -5.6; CRFR2-BP ag: -3.0; GalR3 antagonist: -6.4; MEKK2 mut-MEK5: 4.0; NS3 helicase inh: -6.0; MEKK3 PB1 HTS: 76.0; MEKK2 WT-MEK5: 106.0

Results for COCCOC(=O)C1=C(C)OC(N)=C(C#N)C1c1ccco1 (centres undefined) ?
SUMO HTRF inh: 4.4; CRFBP-R2 block: 4.4; FID counter: -1.0; CRFR2-BP ag: 1.1; GalR3 antagonist: -4.0; MEKK2 mut-MEK5: 1.0; NS3 helicase inh: 3.6; MEKK3 PB1 HTS: 94.0; MEKK2 WT-MEK5: 98.0

How did CCOC(=O)COn1c(=O)c(C)[n+]([O-])c2ccccc21 do in these assays?
SUMO HTRF inh: 0.7; CRFBP-R2 block: -4.4; FID counter: -5.5; CRFR2-BP ag: 2.4; GalR3 antagonist: -2.0; MEKK2 mut-MEK5: 2.0; NS3 helicase inh: -1.8; MEKK3 PB1 HTS: 100.0; MEKK2 WT-MEK5: 100.0

Results for COc1cc(/C=C2\CCC/C(=C\c3ccc(O)c(OC)c3)C2=O)ccc1O ?
SUMO HTRF inh: -12.0; CRFBP-R2 block: -1.6; FID counter: -14.7; CRFR2-BP ag: -10.2; GalR3 antagonist: -7.5; MEKK2 mut-MEK5: 3.0; NS3 helicase inh: -9.0; MEKK3 PB1 HTS: 104.0; MEKK2 WT-MEK5: 105.0

Results for CCCCCCCn1c(=O)c(C(=O)OC)c(N)c2ccccc21 ?
SUMO HTRF inh: -10.3; CRFBP-R2 block: -24.3; FID counter: -22.7; CRFR2-BP ag: 0.1; GalR3 antagonist: -1.6; MEKK2 mut-MEK5: -7.0; NS3 helicase inh: -2.9; MEKK3 PB1 HTS: 99.0; MEKK2 WT-MEK5: 103.0

Results for COc1ccccc1CN1[C@@H](CC(C)=O)c2cc(C(F)(F)F)ccc2S1(=O)=O ?
CRFBP-R2 block: 2.0; CRFR2-BP ag: -1.8; GalR3 antagonist: -1.6; MEKK2 mut-MEK5: -4.0; MEKK3 PB1 HTS: 100.0; MEKK2 WT-MEK5: 96.0

What do the screens show for `Cc1ccc(/C=N/NC(=O)c2cc(C)oc2C)cc1`?
SUMO HTRF inh: 7.0; CRFBP-R2 block: 17.2; FID counter: -9.6; CRFR2-BP ag: -0.5; GalR3 antagonist: -1.6; MEKK2 mut-MEK5: -2.0; NS3 helicase inh: 4.1; MEKK3 PB1 HTS: 92.0; MEKK2 WT-MEK5: 101.0

What do the screens show for `COc1ccc(C(=O)NCc2nnc(SCC(=O)N3CCCCCC3)o2)cc1OC`?
SUMO HTRF inh: 12.0; CRFBP-R2 block: 7.4; FID counter: -25.0; CRFR2-BP ag: -1.0; GalR3 antagonist: 0.6; MEKK2 mut-MEK5: 3.0; NS3 helicase inh: 2.3; MEKK3 PB1 HTS: 102.0; MEKK2 WT-MEK5: 100.0

What do the screens show for `COc1ccc(C(=O)c2ccc(Cl)c([N+](=O)[O-])c2)cc1`?
SUMO HTRF inh: -2.0; CRFBP-R2 block: 7.5; FID counter: -0.7; CRFR2-BP ag: -2.7; GalR3 antagonist: -1.3; MEKK2 mut-MEK5: 0.0; NS3 helicase inh: -3.0; MEKK3 PB1 HTS: 103.0; MEKK2 WT-MEK5: 108.0

What do the screens show for `O=Cc1cn(CC(=O)N2CCc3ccccc32)c2ccccc12`?
SUMO HTRF inh: 11.4; CRFBP-R2 block: -11.1; FID counter: -2.3; CRFR2-BP ag: -1.7; GalR3 antagonist: -3.3; MEKK2 mut-MEK5: 7.0; NS3 helicase inh: -1.1; MEKK3 PB1 HTS: 103.0; MEKK2 WT-MEK5: 110.0

How did CCOc1ccc(NCCC#N)cc1 do in these assays?
SUMO HTRF inh: -7.2; CRFBP-R2 block: 27.3; FID counter: -4.2; CRFR2-BP ag: -1.5; GalR3 antagonist: -1.7; MEKK2 mut-MEK5: -4.0; NS3 helicase inh: -1.8; MEKK3 PB1 HTS: 97.0; MEKK2 WT-MEK5: 94.0

How did O=C1c2ccccc2C(O)(c2ccccc2)N1c1ccncc1 (centres undefined) do in these assays?
SUMO HTRF inh: 24.0; CRFBP-R2 block: 1.2; FID counter: -12.0; CRFR2-BP ag: -1.9; GalR3 antagonist: -9.7; MEKK2 mut-MEK5: 7.0; NS3 helicase inh: -4.6; MEKK3 PB1 HTS: 111.0; MEKK2 WT-MEK5: 104.0

What do the screens show for `COc1ccc(CCN2CC(C(=O)N(C)Cc3c(C)n[nH]c3C)CCC2=O)cc1` (centres undefined)?
SUMO HTRF inh: -2.0; CRFBP-R2 block: -6.9; FID counter: -11.7; CRFR2-BP ag: -0.7; GalR3 antagonist: -6.7; MEKK2 mut-MEK5: 4.0; NS3 helicase inh: -1.9; MEKK3 PB1 HTS: 99.0; MEKK2 WT-MEK5: 102.0

How did COc1ccc(CCC(=O)Nc2ccc(C(=O)c3ccncc3)cc2)cc1 do in these assays?
SUMO HTRF inh: -5.1; CRFBP-R2 block: 1.2; FID counter: -18.8; CRFR2-BP ag: 0.2; GalR3 antagonist: -10.6; MEKK2 mut-MEK5: 11.0; NS3 helicase inh: 2.9; MEKK3 PB1 HTS: 100.0; MEKK2 WT-MEK5: 104.0

What do the screens show for `CC(C(=O)Nc1ccc([N+](=O)[O-])cc1)N1CCN(C/C=C/c2ccccc2)CC1` (centres undefined)?
SUMO HTRF inh: 5.3; CRFBP-R2 block: 8.6; FID counter: 18.4; CRFR2-BP ag: 0.7; GalR3 antagonist: -1.9; MEKK2 mut-MEK5: 1.0; NS3 helicase inh: -30.5; MEKK3 PB1 HTS: 104.0; MEKK2 WT-MEK5: 106.0

How did Cn1cc(CN2CCN(Cc3ccccc3)CC2)c(-c2cccc(Cl)c2)n1 do in these assays?
SUMO HTRF inh: 19.6; CRFBP-R2 block: -13.9; FID counter: 9.2; CRFR2-BP ag: -2.6; GalR3 antagonist: -2.7; MEKK2 mut-MEK5: 11.0; NS3 helicase inh: -24.6; MEKK3 PB1 HTS: 103.0; MEKK2 WT-MEK5: 119.0

What do the screens show for `CCOC(=O)C1=C(NC(=O)c2ccc(Br)o2)Nc2ccccc2N=C1`?
SUMO HTRF inh: -22.6; CRFBP-R2 block: 8.8; FID counter: 4.3; CRFR2-BP ag: -0.8; GalR3 antagonist: -4.1; MEKK2 mut-MEK5: 9.0; NS3 helicase inh: -4.9; MEKK3 PB1 HTS: 102.0; MEKK2 WT-MEK5: 103.0

What do the screens show for `COc1cccc(CC2(CO)CCCN(Cc3ccc(OC(F)F)cc3)C2)c1` (centres undefined)?
CRFBP-R2 block: -7.2; FID counter: 6.7; CRFR2-BP ag: 0.8; GalR3 antagonist: -4.6; MEKK2 mut-MEK5: 9.0; NS3 helicase inh: -11.4; MEKK3 PB1 HTS: 109.0; MEKK2 WT-MEK5: 118.0

Results for CCOC(=O)c1c(N2C(=O)Nc3ccccc3N2O)n[nH]c1-c1cccc(Cl)c1 ?
SUMO HTRF inh: 10.0; CRFBP-R2 block: 67.9*; FID counter: -2.0; CRFR2-BP ag: -0.3; GalR3 antagonist: -3.5; MEKK2 mut-MEK5: -9.0; NS3 helicase inh: -0.1; MEKK3 PB1 HTS: 107.0; MEKK2 WT-MEK5: 85.0

How did O=S1(=O)CC/C(=N\O)c2ccccc21 do in these assays?
SUMO HTRF inh: -9.5; CRFBP-R2 block: 3.5; FID counter: -1.6; CRFR2-BP ag: 3.4; GalR3 antagonist: -5.0; MEKK2 mut-MEK5: 7.0; NS3 helicase inh: 2.5; MEKK3 PB1 HTS: 114.0; MEKK2 WT-MEK5: 110.0

What do the screens show for `Cc1ccc(/C=N/Nc2ccc(Cl)c(C(=O)O)c2)s1`?
SUMO HTRF inh: 22.4; CRFBP-R2 block: -8.6; FID counter: -24.2; CRFR2-BP ag: -0.1; GalR3 antagonist: 5.0; MEKK2 mut-MEK5: -3.0; NS3 helicase inh: 32.8; MEKK3 PB1 HTS: 103.0; MEKK2 WT-MEK5: 99.0

How did CCn1c(=O)n(CC)c2cc(N3CCCC3)c(NC(=O)c3cc(Br)ccc3OC)cc21 do in these assays?
SUMO HTRF inh: -1.3; CRFBP-R2 block: 18.0; FID counter: -28.8; CRFR2-BP ag: -0.6; GalR3 antagonist: 4.7; MEKK2 mut-MEK5: 0.0; NS3 helicase inh: 3.1; MEKK3 PB1 HTS: 101.0; MEKK2 WT-MEK5: 99.0

Results for O=[N+]([O-])c1ccc(/C=N/N/C(=N/c2ccccn2)c2ccccn2)cc1 ?
SUMO HTRF inh: -7.4; CRFBP-R2 block: 6.2; FID counter: -1.0; CRFR2-BP ag: 1.6; GalR3 antagonist: -0.6; MEKK2 mut-MEK5: -8.0; NS3 helicase inh: 6.1; MEKK3 PB1 HTS: 81.0; MEKK2 WT-MEK5: 91.0

How did CN1C(=O)c2ccccc2Sc2ccc(NC(=O)N3CCOCC3)cc21 do in these assays?
SUMO HTRF inh: -7.5; CRFBP-R2 block: 5.4; FID counter: -2.2; CRFR2-BP ag: -0.8; GalR3 antagonist: -0.6; MEKK2 mut-MEK5: -1.0; NS3 helicase inh: -1.7; MEKK3 PB1 HTS: 98.0; MEKK2 WT-MEK5: 95.0

This is a subset; count on the stated rates, not on these rows.
